phage Ecoli inh: E. coli growth loss with phage present; growth absorbance; inhibition, % at 11.9 µM; hit rate 0.26% among 360,000; in the data active = inhibition above about 11%
PKA-R2B act: PKA-R2B complex activation; PKA-R2B holoenzyme dissociation, Cy5-IP20 fluorescence polarization; R2B truncated from residue 108, S112A mutant; 0% DMSO only, 100% 113 µM cGMP; hit rate 0.079% among 340,000; activation, % at 11.4 µM;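 active = activation above a cutoff set at the mean over all compounds plus 3 SD, cut at about 18% in these data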;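 also: higher means more holoenzyme dissociation and a rise in polarization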
E coli growth: reduces bacterial viability in AddAB counter-screen; inhibition, % at 11.9 µM; hit rate 0.27% among 330,000; E. coli V3065 growth, OD600 absorbance, 18 h; AID 449728;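 active = inhibition above the campaign's mean inhibition across all tested compounds plus 3 SD, cut at about 9.9% in these data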;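 also: uninfected addAB+ strain grown without phage in ampicillin broth; 0% = DMSO wells and 100% = ciprofloxacin 0.95 µg/ml wells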
DAGLB inh: blocks human DAGLB lipase activity. Q8NCG7. HEK293T DAGLB membrane lysate, EnzChek fluorogenic substrate. inhibition, % at 5.17 µM. hit rate 0.059% among 340,000. AID 504411; in the data active = inhibition above about 34%;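 also: 0% = enzyme with vehicle and 100% = wells lacking enzyme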
PKA-R1A activ: activators of PKA-R1A complex; activation, % at 11.4 µM; hit rate 0.083% among 340,000; P00514+P68181; AID 504707; PKA-R1A dissociation, Cy5-IP20 fluorescence polarization; scaled: DMSO 0%, 113 µM cGMP 100%;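 active = percent activation above the mean of all tested compounds plus 3 SD, cut at about 19% in these data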;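 also: higher means more PKAc released from R1A so a rise in polarization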
Mot1-301 SUMO: SUMOylation pathway inhibition by Mot1-301 growth rescue; S. cerevisiae Mot1-301 growth rescue, ATP luminescence, 38.5C; percent above DMSO median, 100 means doubled; growth rescue, % at 18.8 µM; hit rate 1% among 320,000;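 active = every valid replicate shows activation above 250% relative to neutral control wells; inactive = the rest, any valid replicate at or below 250%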;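 also: OY570 slx delta 5 strain wells were the positive control but not used for scaling; some compounds called inactive have numbers as strong as hits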
Tat export inh: blocks Tat-dependent protein export in E. coli; hit rate 0.036% among 340,000; inhibition, % at 10 µM; E. coli MC4100 TorA-mCherry Tat export, fluorescence; AID 488895;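 active = mean replicate inhibition at least 50% and at least half of replicates individually reaching 50%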;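 also: exported cargo escapes ClpAP degradation while cytoplasmic cargo is degraded and loses fluorescence; 0% = median of neutral control wells and 100% = median of NaSCN control wells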
HTR5A ag: activates human HTR5A in OPRM1-OPRD1 agonist counter-screen; P47898; HTR5A agonist assay, luminescence, cell-based; activation, % at 9.3 µM; hit rate 0.61% among 340,000; AID 504692; in the data active = activation mostly above about 9.5%, no sharp cut-off; inactive = mostly below about 7.6%;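 also: 0% = cells with vehicle only and 100% = reference agonist; strong numbers were not always called active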
Target sequence (P47898 whole entry, looked up): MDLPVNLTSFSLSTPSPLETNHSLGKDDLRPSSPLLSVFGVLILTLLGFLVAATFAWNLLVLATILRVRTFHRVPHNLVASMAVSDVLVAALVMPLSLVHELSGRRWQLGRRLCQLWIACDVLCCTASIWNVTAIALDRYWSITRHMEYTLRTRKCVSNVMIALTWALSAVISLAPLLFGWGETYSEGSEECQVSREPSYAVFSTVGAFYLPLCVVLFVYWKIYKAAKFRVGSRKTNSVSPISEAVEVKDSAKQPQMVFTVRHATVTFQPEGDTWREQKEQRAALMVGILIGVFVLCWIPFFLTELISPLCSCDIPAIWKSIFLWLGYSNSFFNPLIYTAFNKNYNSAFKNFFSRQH
CDK5 p35 inh: CDK5/p35 (human) kinase inhibition; Q00535+Q15078; Recombinant CDK5/p35, ADP-Glo luminescence, 60 min; inhibition, % at 10 µM; hit rate 0.01% among 330,000; AID 488839;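 active = highest replicate inhibition of at least 50% and at least 75% of replicates reaching 50%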;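 also: plate controls were DMSO neutral control for no effect and GW8510 at 10 µM for full effect; many of its hits are not listed in these tables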
Target sequence (Q00535 whole entry, looked up): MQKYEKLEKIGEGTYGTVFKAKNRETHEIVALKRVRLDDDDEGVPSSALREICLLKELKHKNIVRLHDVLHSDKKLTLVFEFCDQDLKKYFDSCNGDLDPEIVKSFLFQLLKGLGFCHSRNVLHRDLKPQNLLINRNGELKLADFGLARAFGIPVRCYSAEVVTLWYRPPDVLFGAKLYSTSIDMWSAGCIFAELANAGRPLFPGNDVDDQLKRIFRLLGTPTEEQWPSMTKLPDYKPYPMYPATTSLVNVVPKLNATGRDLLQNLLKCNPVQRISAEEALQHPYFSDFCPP
Target sequence (Q15078 whole entry, looked up): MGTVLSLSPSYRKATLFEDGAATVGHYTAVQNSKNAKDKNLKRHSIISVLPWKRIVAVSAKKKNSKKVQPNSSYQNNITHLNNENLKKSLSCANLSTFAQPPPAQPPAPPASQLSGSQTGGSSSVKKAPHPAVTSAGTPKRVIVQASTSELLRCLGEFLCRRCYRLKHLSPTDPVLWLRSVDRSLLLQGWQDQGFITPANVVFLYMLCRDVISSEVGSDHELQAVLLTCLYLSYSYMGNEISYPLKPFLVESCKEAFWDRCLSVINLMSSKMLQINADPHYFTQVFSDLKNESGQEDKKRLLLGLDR
HTR5A inv ctr: HTR5A inverse agonism, opioid heterodimer counter-screen; AID 504634; inhibition, % at 9.3 µM; hit rate 0.083% among 340,000; HTR5A cell line, luminescence; in the data active = inhibition mostly above about 23%, no sharp cut-off; inactive = mostly below about 18%;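 also: 0% = cells with DMSO and 100% = no-cell wells with DMSO; some compounds called inactive have numbers as strong as hits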
AddAB inh: less growth of phage-infected E. coli with AddAB; E. coli expressing H. pylori AddAB, absorbance growth; inhibition, % at 11.9 µM; hit rate 0.29% among 330,000; in the data active = inhibition above about 12%;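 also: 0% = vehicle wells of infected cells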
Active calls of the source: *; / = no result given. This is a random part of the collection. About 2.3% of those tested had a hit in this group.

The opening 3 entries (preview)
SMILES	phage Ecoli inh	PKA-R2B act	E coli growth	DAGLB inh	PKA-R1A activ	Mot1-301 SUMO	Tat export inh	HTR5A ag	CDK5 p35 inh	HTR5A inv ctr	AddAB inh
Cc1nonc1C1CCCN1C(=O)c1cc(COc2ccc(F)cc2Cl)on1 (stereo not drawn)	3.9	-9.2	2.2	-2.5	-1.5	-25.2	4.8	2.2	0.5	-5.2	0.4
Cc1ccccc1C(=O)N1CCC(C(=O)N2CCN(Cc3ccc4c(c3)OCO4)CC2)CC1	-0.2	7.0	-0.3	2.4	4.8	-11.6	-4.9	3.8	-1.7	-14.7	0.6
CC(NC(=O)C(=O)N1CCCCC1)C(c1cccs1)N1CCN(Cc2ccccc2)CC1 (stereo not drawn)	2.2	-4.7	-1.5	-3.2	1.4	27.3	-4.9	-2.8	0.1	-34.6	3.6

All compounds of this part, repeating the preview:
SMILES	phage Ecoli inh	PKA-R2B act	E coli growth	DAGLB inh	PKA-R1A activ	Mot1-301 SUMO	Tat export inh	HTR5A ag	CDK5 p35 inh	HTR5A inv ctr	AddAB inh
Cc1nonc1C1CCCN1C(=O)c1cc(COc2ccc(F)cc2Cl)on1 (stereo not drawn)	3.9	-9.2	2.2	-2.5	-1.5	-25.2	4.8	2.2	0.5	-5.2	0.4
Cc1ccccc1C(=O)N1CCC(C(=O)N2CCN(Cc3ccc4c(c3)OCO4)CC2)CC1	-0.2	7.0	-0.3	2.4	4.8	-11.6	-4.9	3.8	-1.7	-14.7	0.6
CC(NC(=O)C(=O)N1CCCCC1)C(c1cccs1)N1CCN(Cc2ccccc2)CC1 (stereo not drawn)	2.2	-4.7	-1.5	-3.2	1.4	27.3	-4.9	-2.8	0.1	-34.6	3.6
O=[N+]([O-])c1ccc(N2CCN(S(=O)(=O)c3ccc(Cl)cc3)CC2)cc1NCC1CCCO1 (stereo not drawn)	1.2	1.8	-0.2	-1.2	6.8	268.1	-8.4	-3.8	-1.1	-1.0	1.4
CN(C)c1ccc(CNC(=O)C2CCN(S(=O)(=O)c3ccc4c(c3)oc(=O)n4C)CC2)cc1	0.2	-5.0	-0.7	0.6	9.4	-2.7	0.0	3.6	-0.6	-0.8	2.2
O=C(O)CCc1ccc(-c2cccs2)n1CC(=O)Nc1ccccc1C(F)(F)F	0.8	-5.3	-1.3	0.8	-7.0	45.6	2.6	3.5	0.4	-28.7	3.8
CC(C)NC(=O)CSc1nccc(-c2cccs2)n1	-0.5	8.7	-0.4	-0.8	-3.7	7.9	1.6	-2.3	-0.4	-4.5	1.6
CN(C)S(=O)(=O)Oc1ccsc1C(=O)Nc1ccc(Br)cc1	4.4	3.6	0.8	-3.4	-4.6	-7.6	1.2	-3.1	-1.6	8.7	3.1
CCc1ccc(NC(=O)C2CCN(S(C)(=O)=O)CC2)cc1	1.2	1.4	0.4	3.6	12.4	-5.3	-7.9	-1.8	-1.3	-15.2	1.6
O=C(NCC(=O)N(c1cccnc1)C(C(=O)NC1CCCC1)c1ccco1)c1cccs1 (stereo not drawn)	1.6	0.4	1.1	-1.5	-3.3	1.2	-9.1	-2.5	-3.4	8.8	2.4
O=C(Nc1c(C(=O)N2CCCCC2)cnn1-c1ccccc1)c1ccccc1F	0.4	5.8	/	0.6	-9.0	-7.0	-10.4	3.0	-1.2	-28.4	/
COc1cc(-c2nnc(Sc3ccc(C(F)(F)F)cc3[N+](=O)[O-])o2)cc(OC)c1OC	3.1	-0.9	-0.5	-2.2	2.3	-4.9	-4.4	1.8	1.2	7.4	1.4
CC(=O)c1c(C)n(-c2ccccc2Br)c2ccc(O)cc12	-0.9	3.3	/	1.6	-2.5	-6.0	1.3	-1.1	-0.1	3.7	/
NC(=S)N/N=C1\CC(n2nnnc2-c2ccccc2Cl)C2COC1O2 (stereo not drawn)	2.7	-5.1	-0.6	2.2	3.4	-20.0	-3.8	-2.4	0.6	38.9	0.2
CCOC(=O)CN1NC2(CCCCCCC2)NC1=S	1.0	-1.6	-0.4	-2.0	-11.2	-2.5	19.8	4.2	1.4	-3.3	-2.6
CCN1C(=O)N(C)C(N(O)C(=O)NC)C1(C)C (stereo not drawn)	0.9	-3.0	1.3	0.0	2.3	12.3	-3.7	-1.1	0.3	2.6	-0.8
Cc1cc(N2CCN(c3ccccc3)CC2)n2nnnc2n1	0.8	1.9	-1.1	2.9	0.6	-3.1	5.1	-5.2	-2.2	11.3	3.2
Cc1ccc(S(=O)(=O)NCCSc2nncn2C)cc1	2.5	11.0	0.1	1.0	8.9	5.9	-5.6	4.6	-0.2	-12.3	1.8
Clc1ccc(C2=Nc3cc(Cl)ccc3OC2)cc1	1.5	-2.1	1.4	-16.5	7.7	-15.8	-3.8	2.9	1.8	-8.3	1.4
Cc1ccccc1-c1nc2cc(NC(=O)C3CC3)ccc2o1	4.0	-4.5	-1.8	-2.3	-16.7	1.6	11.3	0.8	0.6	-1.4	0.3
C=C(C)CN(CC)C(=O)CC1C(=O)NCCN1C (stereo not drawn)	1.1	-3.2	-1.7	-1.2	8.2	-13.8	2.3	0.2	-0.7	-5.9	3.0
Cc1ccc(/C=N/NC(=O)c2ccc3ccccc3c2)s1	1.0	-3.4	2.2	-5.8	-5.2	51.2	0.6	8.9	0.9	-5.4	3.8
O=C(COc1ccccc1)Nc1c(Cl)ccc2nsnc12	5.2	-10.7	-0.9	0.1	5.2	-19.1	-3.0	3.1	1.6	-8.7	3.6
COc1ccc(/C=N/NC(=O)c2sc(C)nc2C)cc1	4.7	0.3	-1.7	-3.5	3.0	-3.2	-4.4	-0.3	0.9	0.9	2.4
O=C(/C=C/c1cccc([N+](=O)[O-])c1)NCc1cccnc1	3.0	9.8	-0.1	-0.2	1.4	2.5	-4.7	0.3	2.1	10.8	0.6
COc1ccc(NS(=O)(=O)c2cccc(C(=O)NNC(=O)CNC(=O)c3ccco3)c2)cc1	-2.1	-1.7	-1.4	-0.6	-2.1	-7.4	-4.3	-5.4	0.3	-1.4	-0.7
C#CCOCCOCCOCCNc1nc(N2CCN(C(=O)CCCCCCCCCCNC(=O)Cn3cc(C[C@@H](C)O)nn3)CC2)nc(N2CCN(C(=O)CCCCCCCCCCNC(=O)[C@H](CCCCN)n3cc(C[C@@H](C)CC)nn3)CC2)n1	/	-5.1	-3.4	2.0	-2.1	-6.7	24.8	3.7	2.7	-36.0	1.6
COC(=O)[C@]1(C)CCC[C@@]2(C)C3CC[C@@]4(C)C[C@]3(CCC21)CC(=O)N4 (stereo partly drawn)	0.7	-3.2	-2.9	-1.8	-2.1	75.8	-6.2	1.2	-0.7	6.5	0.8
Cc1cc(C(=O)O)ccc1N/C=C1\CCCC(C)C1=O (stereo not drawn)	2.3	-3.2	2.1	-0.4	-4.3	-9.7	-1.0	4.2	2.7	-11.7	0.5
O=C(C1CCCN(S(=O)(=O)c2cccs2)C1)N1CCN(C2CCCCC2)CC1 (stereo not drawn)	2.7	-3.4	-0.5	-0.5	5.8	659.9	3.3	-0.2	1.7	-9.5	2.1
COc1cccc(CN(C)C(=O)CN2C(=O)NC3(CCCc4ccccc43)C2=O)c1 (stereo not drawn)	1.5	-4.2	2.8	-0.9	-3.9	12.4	-6.4	6.2	-0.2	-9.3	-1.4
CCCCCc1c(O)nc(SCCN2CCOCC2)[nH]c1=O	4.2	-0.6	-0.8	-1.3	-13.2	-15.5	-3.2	3.3	0.3	-8.8	1.6
COC(=O)c1nn(C23CC4CC(CC(C4)C2)C3)c2c1C(=O)N(c1ccc(Br)cc1)C2=O	3.3	-3.3	0.0	6.7	2.3	-0.2	-1.6	-1.5	1.0	1.5	3.4
COc1cc2c(cc1OC)C(c1ccc(-c3ccc(Cl)c(Cl)c3)o1)=NCC2	0.0	6.3	0.1	1.3	-4.8	52.1	11.3	10.6*	-0.6	-2.6	0.8
CC(C)c1onc(C(=O)Nc2ccc3c(c2)OCO3)c1[N+](=O)[O-]	/	-2.3	0.1	-0.1	-7.9	-3.2	0.6	2.8	0.0	23.5	5.2
C[C@@H](CN1CCC[C@H]1CN1C(N)=NC[C@@H]1Cc1ccccc1)N1C[C@@H](Cc2ccccc2)N(CCc2ccc(Cl)c(Cl)c2)C1=N	/	-1.8	6.0	5.2	2.6	-27.2	65.8*	-4.3	1.6	-43.6	7.3
CCN(CC)C(=O)C1CCCN(C(=O)c2cc(COc3ccc4ncccc4c3)on2)C1 (stereo not drawn)	1.5	-3.1	1.9	0.6	5.2	-6.5	0.1	3.6	-3.6	-0.9	2.7
COc1ccc(S(=O)(=O)N(C)C)cc1NC(=O)Cc1cccs1	2.1	1.6	-0.8	-2.9	0.8	-12.2	-8.0	-1.2	-0.3	-23.0	5.7
COCCN1Cc2cccc(C(=O)NCC3CCN(CC(C)C)C3)c2C1=O (stereo not drawn)	0.8	1.4	-1.8	-1.9	-8.1	-0.2	-3.4	-0.7	-1.1	1.7	1.3
C=CCNc1nc(C(=O)OCC(=O)NCc2cccc(Cl)c2)cs1	3.3	-13.4	-3.3	-1.1	9.2	-13.5	-8.9	3.5	-1.0	-13.3	-0.2
CCn1c(=O)n(CC)c2cc(NS(=O)(=O)c3ccccc3)ccc21	-0.9	0.6	-0.2	2.8	-2.8	-26.7	3.1	2.4	1.2	1.8	0.3
Cc1cccc(/C=C/c2onc(C)c2S(=O)(=O)N2CCC(C(=O)N3CCCCC3)CC2)c1	/	-3.9	1.0	-51.7	4.1	3.3	8.3	-0.1	0.4	-15.0	2.6
Cc1ccc(-n2[nH]c(C)c(/C=N/Nc3ccc([N+](=O)[O-])cc3[N+](=O)[O-])c2=O)cc1	2.8	-3.3	-0.5	12.4	0.0	/	2.2	-1.7	1.4	9.7	1.2
O=S(=O)(Nc1cccc(-c2nc3cccnc3s2)c1)c1ccc2c(c1)CCCC2	0.9	-1.3	-0.1	-2.9	-11.6	-12.0	9.8	-2.8	2.1	-3.1	0.7
Cc1c(C(=O)O)nn(-c2ccccc2)c(=O)c1C#N	1.4	-6.6	1.9	2.6	-6.3	-11.9	-13.0	5.0	0.4	-15.2	-0.5
CSCC[C@H](NC(=O)OC(C)(C)C)c1nnc(SCC(=O)Nc2c(C)cccc2C)o1	3.7	-3.0	0.9	1.6	2.4	1.4	-0.7	-0.4	-0.6	1.2	1.7
COCCNc1cnn(-c2ccccc2)c(=O)c1Cl	1.2	8.4	1.6	-0.4	-7.1	168.2	6.2	0.0	-0.1	13.2	6.3
O=S(=O)(CC(CN1CCCCC1)N1CCCCC1)c1ccc2ccccc2c1 (stereo not drawn)	0.7	7.2	/	0.0	-8.5	/	-3.7	7.1	0.1	-19.8	/
O=C(CSc1nc2ccccc2c(=O)n1-c1ccccc1)N/N=C/C=C/c1ccccc1[N+](=O)[O-]	3.0	-5.2	-0.3	1.3	-7.9	16.2	0.0	3.8	-1.5	-10.4	-2.0
COC(=O)Cn1c(O)c(N=NC(=O)OC)c2ccccc21	1.7	11.8	4.3	3.7	4.3	-22.3	-7.4	8.7	-0.2	12.7	2.0
CCOc1ccc(Cl)cc1S(=O)(=O)n1cnc2cc(C)c(C)cc21	0.5	8.7	1.3	-0.3	1.2	7.0	-2.1	-0.7	0.4	-0.2	0.9
